Screening data: PubChem BioAssay, NCI
Growth percent in the NCI-60 one-dose screen (48 h, 10 µM unless noted): 100 = growth as untreated, 0 = no growth, -100 = all killed.
RXF 393: RXF 393 renal cancer cells. actives 6.9% (n = 77,000)
786-0: 786-0 renal cancer cells | actives 5.1% (n = 81,000)
CAKI-1: CAKI-1 renal cancer | actives 4.7% (n = 75,000)
SN12C: SN12C renal cancer cells. actives 3.8% (n = 81,000). AID 1794767
TK-10: TK-10 renal cancer cells | actives 3.9% (n = 81,000)
ACHN: ACHN renal cancer. actives 4.9% (n = 81,000). AID 1794771
A498: A498 renal cancer cells; actives 5.4% (n = 76,000); AID 1794774
UO-31: UO-31 renal cancer | actives 5.2% (n = 81,000)
DU-145: DU-145 prostate cancer. actives 4.2% (n = 81,000). AID 1794760
Starred values were filed as active, the others as inactive; . = not tested or not shown; & = joins results of further samples; [ ] = remark or other dose. How the source made its calls: active means growth percent below 10; inactive means the rest.

SMILES	RXF 393	786-0	CAKI-1	SN12C	TK-10	ACHN	A498	UO-31	DU-145
Cc1cccc(Cl)c1NC(=O)NNC(=O)CSc1nc2sc3c(c2c(=O)n1-c1ccc(Cl)cc1)CCCC3	117	101	97	100	122	98	100	83	112
C=CC(=O)N1CCN(c2cccc(Oc3nccc(Nc4nnc(-c5ccccc5)s4)n3)c2)CC1	123	107	82	95	134	95	123	75	106
Oc1ccc2c(c1)OCCOCCOc1cc(O)ccc1OCCO2	.	105	97	98	118	96	115	89	111
CN1CCOCCOCCOc2ccccc2NC(=O)c2nc(cnc2N)-c2ccc(cc2)S1(=O)=O	30	18	54	65	44	8.9*	29	42	31
O=C(C1CCC1)N1N=C(c2ccc(-n3ccc(C(F)(F)F)n3)c(F)c2)CC1c1ccc[nH]1 (stereo not given)	110	104	103	100	107	102	.	91	110
COC(=O)c1ccc(-n2cc(CCCNC(=O)c3ccc(C)cc3)nn2)cc1	113	94	101	103	107	105	101	83	108
COc1cc(/C=C2\CN(C)C(=O)C2=O)ccc1O	133	107	89	105	116	98	120	77	114
CCOC(=O)c1ccc(NC(=O)Nc2nccs2)cc1	-21*	-7.9*	22	25	32	10.0*	7.7*	15	-26*
COc1ccc2c(c1)C(=O)/C(=C/c1cccc(OCC(=O)c3ccc([N+](=O)[O-])cc3)c1)CO2	.	83	16	66	3.2*	52	80	-68*	63
O=C1CCCCC1Sc1ccc(Cl)cc1 (stereo not given)	119	100	104	80	112	101	110	84	104
O=C(COc1ccc(Cl)cc1)N1CCN(Cc2ccc3c(c2)OCO3)CC1	109	101	77	91	116	.	84	62	113
CC(C)(O)c1cccc2ccccc12	111	107	.	98	98	.	93	70	105
CC(C)NCC(O)COc1ccc(O)c(O)c1 (stereo not given)	101	97	120	107	140	90	116	75	98
CC(=O)OCCCC(COC(C)=O)OC(C)=O (stereo not given)	111	93	103	105	113	97	118	96	116
Nc1nc(SCc2ccccc2Cl)c(-c2ccccc2)c(SCc2ccccc2Cl)n1	115	104	80	104	98	91	68	70	98
O=c1cc(CP(=O)(O)O)c2cc(O)ccc2o1	109	100	92	99	110	107	51	78	104
Cc1cc(=O)n(C)c(SCC(=O)N2CCOCC2)n1	97	103	101	97	92	99	77	88	102
Cn1cc(-c2cc3nc(-c4c[nH]c5ccccc45)cc(N)n3n2)c2ccccc21	83	-91*	30	-79*	8.9*	-74*	130	-61*	12
COC(c1ccccc1)(c1ccccc1)c1ccccc1	.	93	72	97	123	101	104	105	108
O=C(Nc1ccccc1)C1CN(Cc2ccc([N+](=O)[O-])cc2)CCS1 (stereo not given)	80	91	78	99	92	88	77	61	110
O=C(CC(NC(=O)OCc1ccccc1)c1nn[nH]n1)OCc1ccccc1 (stereo not given)	106	118	95	98	96	105	90	108	111
O=C1OC(c2ccccc2)=N/C1=C\c1cccc([N+](=O)[O-])c1	101	82	96	104	104	103	94	80	101
CCCCC(O)Cn1ncc(C(=O)N/N=C\c2ccc(OC(F)F)c(OC3CCCC3)c2)c1N (stereo not given)	59	68	76	85	109	79	94	71	86
O=C1/C(=C/c2cc(O)cc(O)c2)Oc2cc(O)ccc21	109	100	99	99	98	108	.	96	105

Reprinted from the results shown (13 entries):
SMILES	RXF 393	786-0	CAKI-1	SN12C	TK-10	ACHN	A498	UO-31	DU-145
CC(C)(O)c1cccc2ccccc12	111	107	.	98	98	.	93	70	105
CC(C)NCC(O)COc1ccc(O)c(O)c1 (stereo not given)	101	97	120	107	140	90	116	75	98
CC(=O)OCCCC(COC(C)=O)OC(C)=O (stereo not given)	111	93	103	105	113	97	118	96	116
Nc1nc(SCc2ccccc2Cl)c(-c2ccccc2)c(SCc2ccccc2Cl)n1	115	104	80	104	98	91	68	70	98
O=c1cc(CP(=O)(O)O)c2cc(O)ccc2o1	109	100	92	99	110	107	51	78	104
Cc1cc(=O)n(C)c(SCC(=O)N2CCOCC2)n1	97	103	101	97	92	99	77	88	102
Cn1cc(-c2cc3nc(-c4c[nH]c5ccccc45)cc(N)n3n2)c2ccccc21	83	-91*	30	-79*	8.9*	-74*	130	-61*	12
COC(c1ccccc1)(c1ccccc1)c1ccccc1	.	93	72	97	123	101	104	105	108
O=C(Nc1ccccc1)C1CN(Cc2ccc([N+](=O)[O-])cc2)CCS1 (stereo not given)	80	91	78	99	92	88	77	61	110
O=C(CC(NC(=O)OCc1ccccc1)c1nn[nH]n1)OCc1ccccc1 (stereo not given)	106	118	95	98	96	105	90	108	111
O=C1OC(c2ccccc2)=N/C1=C\c1cccc([N+](=O)[O-])c1	101	82	96	104	104	103	94	80	101
CCCCC(O)Cn1ncc(C(=O)N/N=C\c2ccc(OC(F)F)c(OC3CCCC3)c2)c1N (stereo not given)	59	68	76	85	109	79	94	71	86
O=C1/C(=C/c2cc(O)cc(O)c2)Oc2cc(O)ccc21	109	100	99	99	98	108	.	96	105

Next section.
SMILES	RXF 393	786-0	CAKI-1	SN12C	TK-10	ACHN	A498	UO-31	DU-145
CC/C(=C/c1ccccc1)C(=O)O	104	107	.	100	100	114	97	84	115
Cc1ccc(S(=O)(=O)n2cc(C(=O)C(=O)Nc3ccncc3)c3ccccc32)cc1	9.7*	29	42	40	88	52	74	43	22
[O-][n+]1onc(-c2ccccc2)c1-c1nnc(-c2ccccn2)c(-c2ccccn2)n1	112	123	117	106	138	109	105	105	103
CCOC(=O)c1c(C)nc2ccccc2c1/C=C/c1ccc(Br)cc1	101	89	69	81	92	65	76	61	98
COc1ccc(/C=C2\Oc3cc(O)ccc3C2=O)cc1	116	96	91	101	101	106	.	86	108
CCCC[C@]1(O)C[C@H]2[C@@H]3CCc4cc(OC)ccc4[C@H]3CC[C@]2(C)[C@H]1O	85	91	87	92	119	92	98	90	105
CC(O)(C(=O)O)c1ccccc1 (stereo not given)	112	98	92	100	97	113	112	95	112
O=C(/C=C/c1cccc(Br)c1)c1cccc(OCCCOc2cccc(C(=O)/C=C/c3cccc(Br)c3)c2)c1	103	103	82	96	108	102	106	76	101
CC1(C)NC2=C(C(Nc3cccnc3)N1)C(c1ccc(Br)cc1)C(C(=O)c1ccc(N=[N+]=[N-])cc1)O2 (stereo not given)	121	100	100	91	75	98	99	88	110
O=c1c(/C=N/Nc2nc(-c3ccccc3)cs2)coc2ccc(F)cc12	105	97	88	106	125	100	171	75	112
COc1cc2cc(Oc3ccc(NC(=O)Nc4cc(C(F)(F)F)cc(C(F)(F)F)c4)cc3)c(C)nc2cc1OCCN(C)C	112	106	93	100	109	107	113	89	120
CC[C@H](C)[C@@H]1NC(=O)[C@@H]([C@@H](C)CC)NC(=O)CC(=O)[C@H](C)[C@H](/C=C(\C)C[C@H](C)C/C(C)=C/COCc2ccc(OC)cc2)OC1=O	92	97	54	89	129	94	62	65	100
O=C1CSC(c2cn(-c3ccccc3)nc2-c2ccc([N+](=O)[O-])cc2)N1c1cccc(F)c1 (stereo not given)	109	94	100	111	105	114	112	92	124
Nc1ccc(S(=O)(=O)Nc2ccc(C(=O)O)cc2)cc1	92	98	112	102	113	108	105	79	100
O=S(=O)(O)c1ccc(N/N=C\c2ccc(Cl)cc2Cl)cc1	105	110	97	110	122	92	108	.	115
O=C(n1ccc2cc(OS(=O)(=O)c3ccc(Cl)c(C(F)(F)F)c3)ccc21)C12CC3CC(CC(C3)C1)C2	100	98	89	96	96	100	74	82	110
CSc1nc(-c2cccc(NC(=O)CC#N)c2)c(C#N)c(=O)n1C	107	104	89	100	122	107	98	84	105
O=C(Nc1ccc(-c2n[nH]c(=S)n2/N=C/c2ccc(Br)cc2)cc1)c1cccnc1	109	108	88	103	141	110	123	93	112
O=c1nc2c(-c3nc(-c4ccc(F)cc4)no3)n[nH]n2c2sc3c(c12)CCCC3	120	104	98	104	104	101	103	92	106
CSc1nn(-c2ccccc2)c2ncnc(Nc3ccccc3Cl)c12	84	93	90	101	101	92	.	94	99
CCC(C)NCCO (stereo not given)	104	115	96	106	99	109	102	89	109
COc1ccc2c(c1)sc1nc(-c3ccccc3)c(-c3cc(OC)c(OC)c(OC)c3)n12	85	82	70	98	111	98	67	57	120
Cc1nn(-c2ccc(Cl)cc2Cl)c(=O)n1C#N	175	99	.	98	132	112	55	92	118
CCCCc1nc(Cl)c(C2CC(c3ccc(Cl)cc3)=NN2c2ccc(Cl)cc2)[nH]1 (stereo not given)	99	94	.	103	108	95	103	82	98
O=C(CCCCCSc1nc(-c2ccccc2)cc(-c2ccc(Cl)cc2)n1)NO	107	107	77	113	95	99	105	70	106
CC(C)C[C@@H]1N[C@]2(C(=O)Nc3ccccc32)[C@@H](c2ccc(F)cc2)[C@@H]1C(=O)c1ccc(O)cc1	.	92	62	89	121	79	93	53	97
COc1cc(C2=NN(c3cc(Cl)cc(Cl)c3)C(c3sc(Cl)nc3Cl)C2)cc(OC)c1OC (stereo not given)	108	100	92	102	103	104	102	81	104
O=C(Nc1cccc2ccccc12)c1ccc(/C=C/C(=O)c2ncc[nH]2)cc1	99	79	.	80	95	90	98	51	51
COc1ccc(/C=c2\[nH]c3nc4sc(C)c(C)c4c(=O)n3c2=O)cc1	104	93	84	98	92	98	92	88	104
Cc1cc(-n2cnc3c(=O)[nH]cnc32)ccc1N	106	108	67	109	111	108	84	85	110
COc1ccc(/C=N/NC(=O)CSc2nc3sc4c(c3c(=O)n2-c2ccccc2)CCCCC4)cc1O	105	93	106	98	98	92	106	75	104
O=C1c2ccccc2OC=C(c2ccccc2)N1CCCCN1CCCCC1	96	95	101	20	.	104	87	86	49
Cc1cc(N2CCC(N3CCCC3)CC2)nc(/N=C(\N)Nc2ccc(Cl)c(Cl)c2)n1	-70*	-54*	-41*	94	-86*	-28*	46	-97*	16
CC1(C)C(=O)NC(=O)N1CO	119	84	.	94	113	104	91	97	164
Nc1c(Br)cc2c(c1Br)C(=O)c1ccccc1C2=O	113	.	87	108	126	100	99	77	96
Nc1nc[nH]c(=O)c1N=Cc1ccccc1	.	102	.	99	124	102	94	101	110
CCCCCCCCn1ccc2cc(NC(=O)Cn3cc(CN4CCCCC4)nn3)ccc21	-72*	-69*	-45*	34	76	57	97	-97*	52
O=C(c1ccccc1)C1CC1c1ccccc1 (stereo not given)	118&107	99&107	96&93	98&99	106&100	106&97	103&104	91&78	108&107
CCN1C(=O)/C(=c2\sc3n(c2=O)NC2C(N=3)N(C)C(=O)N2C)c2ccccc21 (stereo not given)	103	100	84	99	155	105	.	79	120
O=S(O)c1cc(Cl)cc(Cl)c1OCc1ccccc1	97	102	99	98	101	110	80	90	109
O=c1/c(=C/Nc2ccc(Cl)cc2)sc2ncnn12	112	79	92	88	91	84	103	89	100
Nc1nc(C(=O)N/N=C/c2cccnc2)nn1-c1ccc(S(N)(=O)=O)cc1	102	93	89	95	92	103	98	80	98
COC(=O)C(Br)C(OC)c1ccc(OC)c(OC)c1 (stereo not given)	107	98	100	98	105	109	86	93	109
C[N+]1(CC2CO2)CCCCCC1 (stereo not given)	103	105	100	102	114	101	88	93	107
CN1CC(c2ccc([N+](=O)[O-])cc2)C(C(=O)c2ccc(O)cc2)C12C(=O)c1ccccc1C2=O (stereo not given)	99	111	85	101	110	101	116	68	116
N#Cc1c(N)nnn1Cc1cc(=O)oc2ccc3ccccc3c12	94	88	90	90	104	83	84	59	94
Cn1cccc1-c1cc(-c2ccc(Br)cc2)n(C(=S)Nc2ccc(F)cc2)c(=O)c1C#N	100	71	70	87	82	86	72	101	81
C=C(C)[C@@H]1CC[C@]2(c3nnc(-c4ccncc4)o3)CC[C@]3(C)[C@H](CC[C@@H]4[C@@]5(C)CCC(=O)C(C)(C)[C@@H]5CC[C@]43C)[C@@H]12	98	87	78	90	89	90	64	75	105
O=C(Nc1ccc(F)cc1)Nc1ccccc1CNc1nc(Nc2ccc(OCCN3CCCC3)cc2)ncc1Cl	-50*	-16*	31	-22*	47	-62*	80	-81*	47
Cc1cc(O)c(N=Nc2ccc(C(=O)O)cc2)cc1C	94	67	.	105	93	91	90	78	115
C[C@H]1O[C@H](O[C@H]2[C@H](O)[C@@H](O)[C@@H](O[C@H]3[C@H](O)[C@@H](O)C(O)O[C@@H]3CO)O[C@@H]2CO)[C@H](O)[C@@H](O)[C@@H]1N[C@H]1C=C(CO)[C@@H](O)[C@H](O)[C@H]1O (stereo not given in full)	131	108	97	120	118	96	102	104	114
O=C(Nc1cccc2cccnc12)c1cc(C(=O)c2ccc(Cl)cc2)n2ccccc12	78	92	84	81	82	78	89	92	94
COc1cccc(/C=N/Nc2nc3ccccc3s2)c1OC	98	82	79	102	65	80	121	85	98
CC(=O)Oc1ccc(I)cc1C(=O)O	104	109	98	87	104	103	83	85	117
CC(=O)Oc1cccc(C2OCC(C)O2)c1 (stereo not given)	105	115	110	132	105	117	89	99	121
CCOc1ccc2c(c1)CN(Cc1ccc(Cl)cc1)CO2	-3.9*	6.5*	54	68	20	33	39	41	38
CCN(CC)CC(O)Cc1ccc(OC)cc1 (stereo not given)	106	100	101	104	97	108	97	103	115
CSc1ccnc2cc(Cl)ccc12	94	91	97	100	105	94	105	79	102
CC1Cc2c(N(C)C)ncnc2N2CCCc3cccc1c32 (stereo not given)	116	96	79	106	99	107	73	89	111
O=c1nc(N2CCCC2)oc2cc3ccccc3cc12	106[100 µM]	76[100 µM]	95[100 µM]	90[100 µM]	79[100 µM]	101[100 µM]	84[100 µM]	76[100 µM]	94[100 µM]
COc1ccc(OC)c(C2C(C#N)=C(N)N(c3ccc(OC(F)(F)F)cc3)C3=C2C(=O)CC(C)(C)C3)c1 (stereo not given)	96	100	71	92	96	95	80	81	107

Hits appear at their usual frequency. About 11% of those tested had a hit in this group.
